Tn6 DDE FP: inhibitors of Tn6 peptide binding to fibrin DD(E), primary screen, biochemical, fluorescence polarization, human fibrin, Tn6 probe; Fibrinogen beta chain (Homo sapiens), P02675; Fibrin DD(E) TRITC-Tn6 fluorescence polarization displacement; inhibition, % at 8.3 µM; actives 0.21% (n = 370,000);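 active = inhibition above a per-campaign cutoff: mean of compounds within control limits plus 3 SD, cut at about 15% in these data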;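 note: 0% = median of all compound wells on the plate and 100% = blocking peptide control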
LEDGF integ inh: blockers of LEDGF/p75-dependent integrase strand transfer – biochemical, TR-FRET, high throughput, primary screen; AID 743269, 2014; inhibition, % at 3.7 µM; HIV-1 integrase (with human LEDGF/p75); actives 0.64% (n = 370,000); TR-FRET IN-LEDGF/p75 DNA integration, Eu/Cy5;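 active = inhibition above the screen-wide mean plus 3 SD, cut at about 13% in these data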;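 note: signal is the Cy5 over europium emission ratio at 671 and 618 nm; 0% = plate median of compound wells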
SIAE inh: human SIAE inhibitors, primary screen, biochemical, fluorescence polarization, FP-Rh probe, 1536-well HTS; actives 0.69% (n = 370,000); inhibition, % at 9.66 µM; SIAE FP-Rh probe binding;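 active = inhibition above a cutoff: mean of compounds within the control limits plus 3 SD of those, cut at about 17% in these data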;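 note: 0% = plate median of compound wells and 100% = probe without SIAE protein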
Target sequence (Q9HAT2 whole entry, looked up): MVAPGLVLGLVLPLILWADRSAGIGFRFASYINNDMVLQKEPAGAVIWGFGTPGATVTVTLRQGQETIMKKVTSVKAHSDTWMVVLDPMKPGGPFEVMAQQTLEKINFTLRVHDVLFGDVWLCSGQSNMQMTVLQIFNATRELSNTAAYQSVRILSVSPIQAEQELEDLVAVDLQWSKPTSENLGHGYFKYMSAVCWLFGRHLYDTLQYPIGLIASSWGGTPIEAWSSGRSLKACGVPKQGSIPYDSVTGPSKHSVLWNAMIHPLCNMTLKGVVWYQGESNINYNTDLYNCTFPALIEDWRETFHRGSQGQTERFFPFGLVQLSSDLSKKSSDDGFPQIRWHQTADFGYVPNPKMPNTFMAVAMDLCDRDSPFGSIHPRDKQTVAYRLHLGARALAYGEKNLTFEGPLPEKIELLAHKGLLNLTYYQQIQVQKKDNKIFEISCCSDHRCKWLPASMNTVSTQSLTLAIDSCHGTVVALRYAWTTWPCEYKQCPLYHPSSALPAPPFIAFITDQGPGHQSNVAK
MBD2 inh: inhibitors of MBD2 binding to methylated DNA, primary screen, biochemical, TR-FRET, DNA-binding domain, human | Methyl-CpG-binding domain protein 2 (Homo sapiens), Q9UBB5 | MBD2 binding to methylated oligonucleotide | inhibition, % at 4.4 µM | actives 0.31% (n = 370,000) | AID 686964, 2013; in the data active = inhibition above about 13%
KLK7 zymogen act: proKLK7 zymogen activators, primary screen, biochemical, fluorescence intensity; Kallikrein-7 (Homo sapiens), P49862; actives 0.9% (n = 370,000); AID 652039, 2013; purified proKLK7, EDANS-DABCYL substrate fluorescence; 100% is mature enzyme control, 0% vehicle; activation, % at 7 µM;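 active = activation above the mean of all tested compounds plus 3 SD, computed per campaign excluding outliers beyond control limits, cut at about 13% in these data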
TCR-CD3 inh: inhibitors of human TCR-CD3 interaction, primary screen, biochemical, fluorescence, TAMRA-labeled TCR probe | T-cell receptor (TCR) | inhibition, % at 9.4 µM | actives 0.37% (n = 360,000); in the data active = inhibition above about 19%;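 note: recombinant mutant TCR 2C K166C tagged with TAMRA read by polarization; 0% = receptor in buffer alone and 100% = receptor with positive control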
UHRF1 binding: UHRF1 methylated DNA binding inhibitors, primary screen, counter-screen for MBD2 inhibitor project, biochemical, TR-FRET, human UHRF1, single concentration. E3 ubiquitin-protein ligase UHRF1 (Homo sapiens), Q96T88. UHRF1 binding to methylated oligo. inhibition, % at 4.4 µM. actives 0.75% (n = 370,000). AID 687016, 2013; in the data active = inhibition above about 21%;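 note: UHRF1 SRA domain binding a hemimethylated CpG hairpin DNA probe; 0% = median of test compound wells and 100% = reference inhibitor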
Tn7 DDE FP: inhibitors of Tn7 peptide binding to fibrin DD(E), primary screen, biochemical, fluorescence polarization, human fibrin, Tn7 probe; actives 0.13% (n = 370,000); AID 720508, 2013; FP displacement of FITC-Tn7 peptide from fibrin DD(E); 0% = median of compound wells per plate; inhibition, % at 8.3 µM; Fibrinogen beta chain (Homo sapiens), P02675;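 active = inhibition above the mean of compounds falling within the control limits plus 3 SD of them, cut at about 14% in these data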;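 note: 0% = plate median of compound wells and 100% = 10 µM Aha-Tn7 peptide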
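Assay system: human fibrin DD(E) protein / Input: 2 µM fibrin DD(E) / Benchmarks: high control of 10 µM Aha-Tn7 peptide / Measured by: fluorescence polarization of the labelled Tn7 tracer / Medium: Tris buffer with calcium and detergent, pH 7.8 / Timing: 10 min compound pre-incubation, 3 h probe incubation at room temperature / Repeats: one replicate per compound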
TDP2 inh: human TDP2 enzyme inhibitors, primary screen, biochemical, epi absorbance, recombinant enzyme. Tyrosyl-DNA phosphodiesterase 2 (Homo sapiens), O95551. T5PNP hydrolysis, p-nitrophenol absorbance 415 nm. inhibition, % at 12.8 µM. actives 0.34% (n = 370,000). AID 720702, 2013;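 active = inhibition above the mean of all tested compounds plus 3 SD, set per campaign, cut at about 25% in these data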;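 note: 0% = DMSO with enzyme and 100% = buffer with substrate but no TDP2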
Target sequence (O95551 whole entry, looked up): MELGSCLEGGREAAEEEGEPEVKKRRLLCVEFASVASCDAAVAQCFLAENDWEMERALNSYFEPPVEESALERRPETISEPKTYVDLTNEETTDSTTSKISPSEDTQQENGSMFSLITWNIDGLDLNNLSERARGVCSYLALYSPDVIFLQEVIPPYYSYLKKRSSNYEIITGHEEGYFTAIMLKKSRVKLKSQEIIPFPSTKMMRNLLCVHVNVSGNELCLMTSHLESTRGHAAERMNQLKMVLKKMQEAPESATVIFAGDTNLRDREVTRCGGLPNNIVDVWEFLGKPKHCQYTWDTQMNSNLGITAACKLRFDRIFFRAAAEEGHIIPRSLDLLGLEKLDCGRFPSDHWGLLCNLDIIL
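Test system: human TDP2 enzyme; Input: 120 nM TDP2 per well; Buffer or medium: Mg2+-containing Tris-HCl buffer, pH 7.5; Reagent: 5 mM T5PNP; Dosing: 12.8 µM single point, 1% DMSO; Incubation: reaction 2 h, 37 °C; Detection: p-Nitrophenol epi absorbance; Read-out: % inhibition relative to enzyme-containing and enzyme-free wells; Replicates: single well per compound.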
PRMT1 FP inh: PRMT1 methyltransferase inhibitors, primary screen, biochemical, fluorescence polarization; recombinant PRMT1, activity-based probe fluorescence polarization; inhibition, % at 2.79 µM; actives 1.3% (n = 370,000); AID 652257, 2013;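 active = inhibition above about 21% made by adding two undisclosed values, limit read from the data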
Starred values were filed as active, the others as inactive; · = not tested or not shown.

Every second line gives: Tn6 DDE FP, LEDGF integ inh, SIAE inh, MBD2 inh, KLK7 zymogen act, TCR-CD3 inh, UHRF1 binding, Tn7 DDE FP, TDP2 inh, PRMT1 FP inh
1. Cc1ccc(S(=O)(=O)C2(C(=O)N3CCCCC3C)CC2)cc1 (stereo not given)
 : -1, 0, 2, 1, 0.2, 4, 0, -3, 10, 0
2. CCCCCC(=C/c1ccccc1)/C=N/Nc1ccc(S(=O)(=O)N2CCOCC2)cc1[N+](=O)[O-]
 : -5, -3, 0, 6, 0.3, -8, 1, 0, 1, 0
3. COc1ccc(S[C@]2(C(=O)N(C)C)CC(=O)N(c3ccccc3)[C@@H]2c2ccc(OC)cc2)cc1
 : -2, 2, 3, 1, 0.2, ·, 0, 1, -8, -3
4. COc1cc(C2NC(=O)NC(c3ccccc3)=C2C(C)=O)cc(Cl)c1OCC(=O)O (stereo not given)
 : -9, 2, 0, -3, -0.2, 6, 0, -1, 4, 0
5. O=c1c2ccccc2nc2c3ccccc3c(NCCO)nn12
 : 10, 1, -1, -7, 3.1, 14, -38, 4, 2, -4
6. CCCS(=O)(=O)NC(=O)C1(C)CCN(C(=O)c2ccccc2OC)C1 (stereo not given)
 : -8, -3, -9, 7, 0.5, -12, 3, 7, -5, 9
7. CC(C)CCNC1=NCCCCC1
 : -4, -1, -4, -3, -0.1, 2, -1, -2, -3, -3
8. Cc1cc(Nc2cccc(F)c2)cc(=O)n1-c1cccc(F)c1
 : 7, 0, 2, -3, 0.4, 9, -1, -5, -2, -3
9. COc1ccc(C(O)c2nccn2Cc2ccccc2)cc1OC (stereo not given)
 : 6, -9, -1, -9, -0.3, 3, -2, 5, -7, -3
10. Cc1ccc(C(=O)NCCNC(=O)c2ccc(C)nc2)cc1
 : 8, -4, -3, 3, 0.2, -6, 3, 3, 3, 4
11. Cc1ccc(-n2c(SCC(N)=O)nc(O)cc2=O)cc1
 : -5, 1, -5, -1, -0.6, 1, -2, 3, -9, -2
12. Cc1ccc(C(=O)N2CCN(CCNC(=O)C(=O)NC(C)C)CC2)cc1
 : 7, 2, 2, 2, -0.1, 8, -2, 6, 3, -3
13. Cc1ccc[n+](-c2[nH]c(=O)sc2/C=N/N=C(\[O-])CCn2c3ccccc3c3ccccc32)c1
 : -4, -5, -2, -7, -0.2, -13, 1, 6, 1, 11
14. NC(=O)c1ccsc1NC(=O)CN1C(=O)C2CC=CCC2C1=O (stereo not given)
 : -1, 1, -3, -1, -0.2, 10, 0, 2, 3, 1
15. O=C(NCc1ccco1)C(=O)c1cn(CC(=O)N2CCCCCC2)c2ccccc12
 : 2, 4, 6, -5, 0.5, -1, 4, -3, -5, 4
16. Cc1ccc(Nc2c(-c3ccccc3)nc3cnccn23)cc1
 : 7, 5, 2, -6, 0.9, 5, -3, 0, -3, -2
17. O=C(COCc1ccccc1)N[C@@H](Cc1ccc(O)cc1)C(=O)O
 : 2, -2, 2, 2, 0.4, -9, 3, 6, 7, -2
18. CCOc1ccc(OCC)c(NC(=O)C2CCN(c3ncccn3)CC2)c1
 : -11, -3, -7, -1, 0.2, -4, -4, 1, 6, 3
19. CCOc1ccccc1NC(=O)N1CCN(S(C)(=O)=O)CC1
 : -4, -2, 3, -3, -0.3, -2, 5, -1, -1, 2
20. CC(=O)Nc1cccc(NC(=O)Nc2cccc3ccccc23)c1
 : 10, 3, 2, 1, -3.6, 7, -2, 4, 10, 2
21. COCCn1c(-c2ccc(OC)cc2)cnc1N
 : -6, -5, 2, -1, -1.0, -3, 0, -3, -7, -1
22. Cn1ccnc1C1CCCCN1Cc1nc(Cc2ccccc2F)no1 (stereo not given)
 : 4, 3, 4, -5, -0.1, 2, -2, 4, 13, 0
23. CCS(=O)(=O)NCC(c1cccnc1)N1CCN(c2ccccc2F)CC1 (stereo not given)
 : 0, 1, 5, -3, 0.1, 1, 8, -3, -1, 2
24. COc1ccc(C2=NN(C(=O)CSc3nc(=O)n4cccc(C)c4n3)C(c3ccc(C)cc3)C2)cc1 (stereo not given)
 : -3, -4, -14, 5, 1.6, -4, 1, -1, -4, 5
25. COc1cc(OC)cc(C(=O)NNC(=O)CN2C(=O)NC(C)(c3ccc(C)cc3)C2=O)c1 (stereo not given)
 : 5, 4, 8, -2, -0.1, 3, -2, 2, 3, -7
26. Cc1ccc(S(=O)(=O)c2nc(-c3ccccc3)oc2SCC(=O)NCC2CCCO2)cc1 (stereo not given)
 : 6, -1, -4, 2, 0.8, -2, 0, -12, -5, 0
27. CC(C)COC(=O)N1CCCC1C(=O)O (stereo not given)
 : -3, -1, 6, 2, -0.3, 0, -2, 2, -2, -2
28. CC1Nc2ncnc(N3CCN(c4ccccc4)CC3)c2N(Cc2ccc(Cl)cc2)C1=O (stereo not given)
 : -7, 1, -3, -4, 0.7, 2, -9, 5, 2, 2
29. N#CC1=C(SCC(=O)c2ccccc2)NC2=C(C(=O)CCC2)C1c1ccco1 (stereo not given)
 : 1, 6, -3, 3, 0.1, -3, 4, 4, -7, 35*
30. Cc1cccc(C)c1NC(=O)C/C(N)=N/O
 : -3, 6, 3, 2, -0.2, 0, 0, 4, -4, 1
31. COc1cccc(NC(=O)NCc2ccccn2)c1
 : 3, -5, -2, -1, 0.0, 8, -2, -3, -10, 1
32. COC(=O)CCSCc1cn2cc(Cl)ccc2n1
 : -3, -1, -2, 1, -0.3, -5, 1, 5, 8, 5
33. Cc1ccc(CSCCNC(=O)/C=C/c2ccc(Cl)cc2)cc1
 : 1, -1, -1, -5, -0.7, 7, -1, 0, 1, 0
34. Cc1ccc(S(=O)(=O)N2C(c3ccc(Cl)c(Cl)c3)CC=C(C(=O)O)C2c2ccc(Cl)cc2)cc1 (stereo not given)
 : 0, -1, -16, 5, -0.2, -8, 1, 0, -3, 5
35. CCN(CC)c1ccc(NC(=O)CNCc2ccccc2Cl)c(C)c1
 : 0, 7, 9, 0, 0.2, -1, -3, -2, -2, 5
36. Cc1cccc(-c2cnc(C(O)c3ccc4ccccc4c3)[nH]2)c1 (stereo not given)
 : 2, 4, -3, 1, -1.2, -13, 2, -4, -13, -5
37. Cc1ccccc1OCC(=O)NCCCNC(=O)c1ccncc1
 : 4, -2, 7, 1, -0.2, 0, -1, -3, 4, -2
38. Cc1cc(-c2n[nH]c(=S)n2/N=C/c2cccc([N+](=O)[O-])c2)n[nH]1
 : 2, 0, 3, 2, -0.3, 2, 7, 2, -10, 4
39. COc1ccc(C2NCCO2)cc1OC (stereo not given)
 : 4, 0, -10, 1, -0.2, 4, 6, -7, -15, -4
40. COC(=O)C1=C(C)N(Cc2ccccc2)C(=S)N[C@H]1c1cccc(F)c1
 : -5, 3, -3, 9, 0.5, 2, 19, 9, 7, 1

Three of the compounds above, in transposed form.
25. COc1cc(OC)cc(C(=O)NNC(=O)CN2C(=O)NC(C)(c3ccc(C)cc3)C2=O)c1 (stereo not given)
39. COc1ccc(C2NCCO2)cc1OC (stereo not given)
38. Cc1cc(-c2n[nH]c(=S)n2/N=C/c2cccc([N+](=O)[O-])c2)n[nH]1

Compound | 25 | 39 | 38
Tn6 DDE FP | 5 | 4 | 2
LEDGF integ inh | 4 | 0 | 0
SIAE inh | 8 | -10 | 3
MBD2 inh | -2 | 1 | 2
KLK7 zymogen act | -0.1 | -0.2 | -0.3
TCR-CD3 inh | 3 | 4 | 2
UHRF1 binding | -2 | 6 | 7
Tn7 DDE FP | 2 | -7 | 2
TDP2 inh | 3 | -15 | -10
PRMT1 FP inh | -7 | -4 | 4

(more compounds)
Every second line gives: Tn6 DDE FP, LEDGF integ inh, SIAE inh, MBD2 inh, KLK7 zymogen act, TCR-CD3 inh, UHRF1 binding, Tn7 DDE FP, TDP2 inh, PRMT1 FP inh
41. CCCC(=O)Nc1ccc(C(=O)COC(=O)C2=COCCO2)cc1
 : 0, 1, -3, -2, 0.6, 2, 3, -4, 5, 1
42. CC(=NNc1cc(C)c2cc(C)ccc2n1)c1ccccn1
 : 5, -3, 3, 1, -0.1, -9, -2, -2, 3, 3
43. CC(=O)c1cccc(N(CC(=O)N2CCOCC2)S(C)(=O)=O)c1
 : -6, -1, 2, -5, 0.3, 1, 1, 2, 2, 0
44. Cc1cc(=O)[nH]c(SCC(=O)Nc2ccc(Cl)cc2C)n1
 : -3, 1, 2, 0, 0.0, ·, -3, -9, 0, -2
45. O=C(NCc1cccs1)C1CCN(S(=O)(=O)c2cccc3cccnc23)CC1
 : -2, 1, -3, 9, 0.4, -1, 1, -3, -1, 4
46. O=C(Nc1ccccc1)Nc1ccc2ccccc2n1
 : -8, -1, -7, 2, -0.9, -5, 8, -2, -18, 7
47. O=C(Nc1cccc(C(F)(F)F)c1)/C(=C\c1ccco1)NC(=O)c1cccs1
 : 1, 0, -16, -5, -0.3, 1, -4, 2, -1, 21
48. Cc1ccc(C)c(S(=O)(=O)c2c[nH]c(=S)[nH]c2=O)c1
 : -1, -2, 5, 1, -0.1, 8, 0, 1, 10, 6
49. O=C(Nc1cccc2ccccc12)OCc1ccccc1
 : -2, -1, -5, 1, -2.4, 1, 4, -4, -15, -2
50. CCNc1ccccc1CP(=O)(c1ccccc1)c1ccccc1O (stereo not given)
 : 21*, 8, 35*, -4, -0.2, 51*, -1, 10, -11, 75*
51. Cc1ccc(-c2cc(C(=O)NN=Cc3cccc(Oc4ccccc4)c3)[nH]n2)cc1C
 : 19*, 2, -89, -5, 0.3, ·, -2, 1, 4, -8
52. Cc1cc(NS(=O)(=O)c2ccc(NC(=O)Cc3ccccc3)cc2)nc(C)n1
 : 3, 0, -2, 2, 0.4, 5, 0, -6, 9, -1
